From PubChem BioAssay
TRPV1 agonist: HTS Assay for Compounds that Act as Agonists of the Vanilloid Receptor 1; 0.19% of 320,000 active; AID 540275, 2011; TRPV1-expressing cells, Fluo-8 calcium influx, agonist mode; activation, % at 8.33 µM; Transient receptor potential cation channel subfamily V member 1 (Homo sapiens), Q8NER1; in the data active = activation above about 80%; inconclusive = between about 30% and that limit; note: 0% is about no effect
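Fluo-8 calcium influx in TRPV1-expressing cells, kinetic read (ex 480/em 520 nm). Compound added and read 3 min for agonist activity, followed by capsaicin at EC20 final and 2 min further read for enhancement.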
GALK inh: qHTS Assay for Inhibitors of Human Galactokinase (GALK) | P51570 | Purified GALK, Kinase-Glo residual ATP luminescence | Potency, µM (titrated, usually from 57.5 µM), for inactives: top-dose activity change, negative = inhibition, usual class: inhibitors | 0.007% of 270,000 active | AID 1868, 2009; note: potency is the fitted concentration of half-maximal effect; % is set by controls: 0 for no effect and ±100 for the full control effect
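5 nM enzyme, 35 uM ATP, 100 uM galactose, 20 mM HEPES pH8.0, 5 mM MgCl2; 1 h RT; residual ATP by Kinase-Glo Plus luminescence, qHTS format.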
AT treatment: qHTS Assay for Identifying a Potential Treatment of Ataxia-Telangiectasia; […] A-T fibroblasts, KAP-1 phosphorylation AlphaLISA; neocarzinostatin DNA damage 30 min before lysis; Potency, µM (highest dose often 57.5 µM), for the others: top-dose activation, actives largely listed as activators; 0.19% of 320,000 active; AID 485349, 2010; note: potency is the fitted concentration of half-maximal effect; % of control where 0% means no effect; nearly all actives have a fitted effect of over 45% in size
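ATM-like activity read as KAP-1 phosphorylation via AlphaLISA donor/acceptor antibody pairs after lysis and 6 hr at 25C. Cells were ATM-null patient fibroblasts ([…], hTERT), dosed 60 min, then exposed to the DSB inducer NCS for 30 min.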
hERG WT inh: qHTS for Inhibitors of KCHN2 3.1: Wildtype qHTS. Voltage-gated inwardly rectifying potassium channel KCNH2 (Homo sapiens), Q12809. U2OS, BacMam KCNH2, thallium flux FluxOr; active compounds read low. activity change, % at 1.84 µM. 0.37% of 340,000 active. AID 720551, 2013;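 active = maximum activity change below -70%; inconclusive = maximum activity change between -70% and -50%; inactive = maximum activity change above -50%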; note: % is set by controls: 0 for no effect and ±100 for the full control effect
Target sequence (Q12809 whole entry, looked up): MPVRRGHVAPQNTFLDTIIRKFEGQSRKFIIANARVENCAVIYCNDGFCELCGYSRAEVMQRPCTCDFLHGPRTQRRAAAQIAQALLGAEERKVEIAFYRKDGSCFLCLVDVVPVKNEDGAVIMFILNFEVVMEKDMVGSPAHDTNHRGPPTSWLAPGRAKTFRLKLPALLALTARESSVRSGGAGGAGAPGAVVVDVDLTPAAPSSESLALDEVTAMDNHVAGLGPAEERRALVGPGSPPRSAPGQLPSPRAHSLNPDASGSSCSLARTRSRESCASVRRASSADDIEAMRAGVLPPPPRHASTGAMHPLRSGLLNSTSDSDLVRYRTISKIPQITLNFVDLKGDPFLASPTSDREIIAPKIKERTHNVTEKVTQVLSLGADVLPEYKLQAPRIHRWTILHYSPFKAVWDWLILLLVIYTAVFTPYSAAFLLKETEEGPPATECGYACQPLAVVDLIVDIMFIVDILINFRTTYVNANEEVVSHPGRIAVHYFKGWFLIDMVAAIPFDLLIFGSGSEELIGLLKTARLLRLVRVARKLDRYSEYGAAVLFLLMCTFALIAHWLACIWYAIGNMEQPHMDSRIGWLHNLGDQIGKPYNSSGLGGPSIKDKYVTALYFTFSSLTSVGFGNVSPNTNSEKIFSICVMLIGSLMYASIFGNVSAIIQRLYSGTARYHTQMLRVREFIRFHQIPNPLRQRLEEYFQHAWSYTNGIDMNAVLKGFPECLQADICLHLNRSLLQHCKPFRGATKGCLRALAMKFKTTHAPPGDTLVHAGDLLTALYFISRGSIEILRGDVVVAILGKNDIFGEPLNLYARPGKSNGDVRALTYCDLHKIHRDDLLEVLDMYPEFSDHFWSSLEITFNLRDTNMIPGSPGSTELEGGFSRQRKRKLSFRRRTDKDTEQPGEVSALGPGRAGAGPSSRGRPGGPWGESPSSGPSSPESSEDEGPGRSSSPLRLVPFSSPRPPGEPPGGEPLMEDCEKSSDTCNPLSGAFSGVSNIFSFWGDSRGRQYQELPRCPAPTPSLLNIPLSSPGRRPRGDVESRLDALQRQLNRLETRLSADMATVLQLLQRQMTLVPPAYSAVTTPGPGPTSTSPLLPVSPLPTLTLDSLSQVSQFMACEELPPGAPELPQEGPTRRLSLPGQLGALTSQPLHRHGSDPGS
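U2OS cells transduced with wild-type KCNH2 virus are loaded with FluxOr dye for 45 min, and thallium flux is measured in kinetic reads before and after stimulation buffer. Rate constants are normalized to DMSO controls.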
KCNH2 3.1 block: qHTS for Inhibitors of KCHN2 3.1: Mutant qHTS | 0.95% of 340,000 active | AID 720553, 2013 | Potassium voltage-gated channel subfamily H member 2, brain isoform KCNH2 3.1 (human) | activity change, % (tested at about 1.8 µM) | U2OS KCNH2 3.1, thallium flux FluxOr; active compounds read low;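 active = maximum activity change below -70%; inconclusive = maximum activity change from -70% to -50%; inactive = maximum activity change above -50%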;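 note: thallium influx rate constant from kinetic fluorescence after stimulation buffer; % is set by controls: 0 for no effect and ±100 for the full control effect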
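Virally transduced U2OS (3.1 isoform, 4 h infection in dark at RT) → overnight 37 C → FluxOr + Red40 in HBSS/HEPES, 45 min → stimulation buffer, 2 min kinetic read → rate constant vs DMSO controls.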
Coupling enz: qHTS Assay for Inhibitors of Fructose-1,6-bisphosphate Aldolase from Giardia Lamblia: Coupling assay counterscreen. 0.67% of 290,000 active. activity change, negative = inhibition, % at 58.2 µM, hits read low. coupling enzyme system counterscreen, AmpLite Red fluorescence. AID 2472, 2010; in the data active = activity change below about -30%; note: % is set by controls: 0 for no effect and ±100 for the full control effect
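Counterscreen lacking aldolase: glyceraldehyde-3-phosphate coupling-enzyme reagent preincubated 10 min at RT with compound (at 57.5 uM final), then substrate/coupling system with AmpLite Red added; fluorescence read at 525/598 nm after 20 min RT.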
MBNL1 CUG block: qHTS Assay for Inhibitors of MBNL1-poly(CUG) RNA binding; 0.036% of 280,000 active; Potency, µM (series often up to 57.5 µM), for inactives: at the top dose activity change, negative = inhibition, hits mostly inhibitors; Muscleblind-like protein 1 (Homo sapiens), Q9NR56; AID 2675, 2010; TR-FRET MBNL1-His/biotin-(CUG)12 binding, 665/545 ratio; active = well fitted inhibition curve with a large enough effect in the signal ratio, with a control signal flat, not every such curve was filed as active; inconclusive = small, poorly fitted or top-dose-only effect, or effect the other way, or a change in a side signal; inactive = no such curve, though single readings can be large or run the other way; the % refers to the signal ratio; note: potency is the fitted concentration of half-maximal effect; % is set by controls: 0 for no effect and ±100 for the full control effect
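Ratiometric TR-FRET (665 over 545 nm, excitation 340 nm) tracks disruption of MBNL1-His/biotin-(CUG)12 complex after 60 min at room temperature, with compounds at 92 nM to 58 uM final.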
S-ASM inh: Inhibitors of Secretory Acid Sphingomyelinase (S-ASM): qHTS. Sphingomyelin phosphodiesterase (Homo sapiens), P17405. placental ASM, HMU-PC fluorogenic substrate, 60 min. Potency, µM (titrated, usually from 57.5 µM), for inactives: at the highest dose activity change, negative = inhibition, hits mostly inhibitors. 0.006% of 340,000 active. AID 504937, 2011; note: potency is the fitted concentration of half-maximal effect
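Human placenta-derived ASM preincubated with compound 10 min at room temperature, then reacted with 9 uM (final) fluorogenic HMU-PC substrate for 60 min at 37 C. Stop solution raises pH to 10; fluorescence read at Ex 386/Em 447 nm.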
a7 integrin act: qHTS for Activators of Integrin-Mediated Alleviation for Muscular Dystrophy; alpha7betagal myoblasts, beta-gal FDG fluorescence, 48 h; Potency, µM (highest dose often 38.3 µM), without a hit: at the top dose activation, usual class: activators; 0.064% of 350,000 active;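 note: potency is the fitted concentration of half-maximal effect; 100% = response of the positive control SU9516; nearly all actives have a fitted effect of over 60% in size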
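Alpha7betagal+/- myoblasts (passage 13) were plated 16-24 hr, then exposed to compounds (1:260 dilution of DMSO stock) for 48 hours at 37C. After MPER lysis, β-galactosidase reporter activity was read as FDG fluorescence (ex 480/em 540) after 30 minutes.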
CXXC DNA block: qHTS Fluorescence Polarization Assay for Inhibitors of MLL CXXC domain - DNA interaction; 0.037% of 290,000 active; AID 2662, 2010; Potency, µM (highest dose often 115 µM), without a hit: top-dose activity change, negative = inhibition, most hits filed as inhibitors; MLL-CXXC / FITC-HOXA9 DNA fluorescence polarization; active = well fitted inhibition curve with a large enough effect in the polarisation, with a control signal flat, not every such curve was filed as active; inconclusive = small, poorly fitted or top-dose-only effect, or effect the other way, or a change in a side signal; inactive = no such curve, though single readings can be large or run the other way; the % refers to the polarisation; note: potency is the fitted concentration of half-maximal effect
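Steps: dispense CXXC domain solution (7 uM) → pin compounds or unlabeled HOX-A9 DNA control → 5 min ambient → add FLSN-HOX-A9 solution (50 nM) → spin → 30 min ambient → fluorescence polarization. Tris pH 7.5/NaCl/DTT/BSA buffer.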
An asterisk follows results filed as active; ? = inconclusive; · = not tested or not shown; [ ] = dose if it differs, or a comment. Unless noted, calls come from the whole dose curve; as a rule, active = well fitted curve in the direction sought with a large enough effect; inconclusive = small, poorly fitted or top-dose-only effect, or another doubt; inactive = no such curve, though single readings can be large; an effect the other way counts as inactive or inconclusive.

Field names: A = TRPV1 agonist; B = GALK inh; C = AT treatment; D = hERG WT inh; E = KCNH2 3.1 block; F = Coupling enz; G = MBNL1 CUG block; H = S-ASM inh; I = a7 integrin act; J = CXXC DNA block
[1] COCCNCC(=O)Nc1ccccc1Sc1ccccc1
  A: -2	B: 3%	C: -2%	D: 3	E: -1	F: 1	G: -7%	H: -1%	I: -8%	J: 7%
[2] Cc1ccc(C)c(N(Cc2ccccc2F)S(C)(=O)=O)c1
  A: 2	B: -4%	C: 11%	D: 8	E: -3	F: -3	G: -24%	H: 3%	I: 20%	J: -6%
[3] CC(NC(=O)c1ccc(NC(=O)c2ccco2)cc1)c1ccccc1 (stereo not given)
  A: 5	B: 5%	C: 7%	D: 9	E: 9	F: -2	G: 0%	H: 0%	I: -7%	J: -6%
[4] Cc1ccc(C)c(N2CCN(C(=O)c3csc4ccccc34)CC2)c1
  A: 18	B: -1%	C: -3%	D: -5	E: -26	F: 1	G: ?	H: -3%	I: 21%	J: 7%
[5] CCN(CC)C(=O)[C@H]1C[C@H](CC(=O)NCc2ccc(OC)c(OC)c2)C(=O)N2CCc3c([nH]c4cc(-c5ccco5)ccc34)[C@]12C
  A: ·	B: ·	C: 5%	D: -5	E: -2	F: ·	G: ·	H: 16%	I: -9%	J: ·
[6] CN(Cc1c(F)cccc1Cl)C(=O)c1ccc(COc2ccccc2)cc1
  A: 8	B: -2%	C: 6%	D: -33	E: -16	F: ·	G: -5%	H: -4%	I: -29%	J: 27%
[7] O=C(c1ccccn1)c1conc1C(=O)c1ccc(Br)cc1
  A: 17	B: 2%	C: 12%	D: 4	E: -12	F: 0	G: 9%	H: -2%	I: -22%	J: -5%
[8] CCOc1ccc(S(=O)(=O)N2CCCC(C(=O)NCc3cccnc3)C2)cc1 (stereo not given)
  A: 3	B: -1%	C: -5%	D: 24	E: -2	F: 0	G: -9%	H: 0%	I: -4%	J: 0%
[9] CC(C)n1cc(C(=O)c2ccccc2O)cc(C#N)c1=O
  A: -1	B: 7%	C: 3%	D: 0	E: -8	F: 4	G: 4%	H: -3%	I: -23%	J: 9%
[10] Cc1cc(C)n2nc(SC(C)C(=O)N(C)c3ccccc3)nc2n1 (stereo not given)
  A: 2	B: ·	C: 0%	D: -1	E: -10	F: ·	G: ·	H: -1%	I: 11%	J: ·
[11] Cc1ccc(CSCc2ccc(C(=O)NC3CCCC3)o2)cc1
  A: 19	B: -1%	C: 1%	D: -2	E: -5	F: 3	G: -6%	H: -2%	I: 0%	J: 1%
[12] CSc1nc(N)nc2c1ncn2Cc1ccccc1
  A: ·	B: ·	C: ·	D: -3	E: 8	F: ·	G: ·	H: 0%	I: -36%	J: ·
[13] C/C(Cn1nc([N+](=O)[O-])cc1C)=N\NC(=O)c1cccc(Br)c1
  A: 12	B: -2%	C: 7%	D: -2	E: 16	F: 0	G: 4%	H: 3%	I: 1%	J: 1%
[14] C=CC[C@@H](CC(=O)N(CCO)Cc1ccccc1)C(=O)NC[C@H](OC(=O)[C@@H](CC=C)CC(=O)OC(C)(C)C)c1ccccc1
  A: ·	B: ·	C: 5%	D: 7	E: -11	F: ·	G: ·	H: -5%	I: -39%	J: ·
[15] CCOc1ccccc1C1NC(=O)NC(C)=C1C(=O)OC1CCCCC1 (stereo not given)
  A: 11	B: -3%	C: 0%	D: -20	E: -6	F: -2	G: -2%	H: -3%	I: 22%	J: 5%
[16] CCOc1ccc(NC(=O)Cn2ncc3ccccc32)cc1
  A: 1	B: -1%	C: 1%	D: -2	E: 1	F: -1	G: -6%	H: 0%	I: 14%	J: 12%
[17] CC(NC(=O)CSc1n[nH]c(N)n1)c1ccccc1 (stereo not given)
  A: -2	B: 1%	C: -19%	D: 1	E: 9	F: 1	G: 1%	H: -1%	I: 3%	J: 13%
[18] Cn1c(=O)c2sccc2n2c(CCCC(=O)NCCc3ccccc3)nnc12
  A: -2	B: 0%	C: -2%	D: 7	E: 23	F: 0	G: -7%	H: 0%	I: 0%	J: -2%
[19] Cc1cc(NC(=O)CCl)n(-c2nc3ccccc3s2)n1
  A: 3	B: -1%	C: -5%	D: -6	E: 3	F: 4	G: -3%	H: 1%	I: 15%	J: -10%
[20] CCn1nc(C(=O)NNC(=O)c2cc(Cl)ccc2OC)c2ccccc2c1=O
  A: 1	B: ·	C: -14%	D: -2	E: 7	F: ·	G: ·	H: -3%	I: -38%[inhibitor]	J: ·
[21] CC(C(=O)NC1CCCCCC1)n1cc([N+](=O)[O-])cn1 (stereo not given)
  A: -6	B: 6%	C: 11%	D: -22	E: -3	F: 0	G: 7%	H: 1%	I: 8%	J: -1%
[22] Nc1nc(NCC(=O)O)nc(N2CCCCCC2)c1[N+](=O)[O-]
  A: 3	B: ·	C: -6%	D: -4	E: 7	F: 2	G: -8%	H: 4%	I: 29%	J: -7%

3 entries out of the list, sorted by count of non-hydrogen atoms, rising.
Field names: A = TRPV1 agonist; B = GALK inh; C = AT treatment; D = hERG WT inh; E = KCNH2 3.1 block; F = Coupling enz; G = MBNL1 CUG block; H = S-ASM inh; I = a7 integrin act; J = CXXC DNA block
[12] CSc1nc(N)nc2c1ncn2Cc1ccccc1
  A: ·	B: ·	C: ·	D: -3	E: 8	F: ·	G: ·	H: 0%	I: -36%	J: ·
[11] Cc1ccc(CSCc2ccc(C(=O)NC3CCCC3)o2)cc1
  A: 19	B: -1%	C: 1%	D: -2	E: -5	F: 3	G: -6%	H: -2%	I: 0%	J: 1%
[20] CCn1nc(C(=O)NNC(=O)c2cc(Cl)ccc2OC)c2ccccc2c1=O
  A: 1	B: ·	C: -14%	D: -2	E: 7	F: ·	G: ·	H: -3%	I: -38%[inhibitor]	J: ·

Given with one line to a screen: entries from further up.
#1 COCCNCC(=O)Nc1ccccc1Sc1ccccc1
#2 Cc1ccc(C)c(N(Cc2ccccc2F)S(C)(=O)=O)c1
#3 CC(NC(=O)c1ccc(NC(=O)c2ccco2)cc1)c1ccccc1 (stereo not given)
#4 Cc1ccc(C)c(N2CCN(C(=O)c3csc4ccccc34)CC2)c1
#5 CCN(CC)C(=O)[C@H]1C[C@H](CC(=O)NCc2ccc(OC)c(OC)c2)C(=O)N2CCc3c([nH]c4cc(-c5ccco5)ccc34)[C@]12C
#6 CN(Cc1c(F)cccc1Cl)C(=O)c1ccc(COc2ccccc2)cc1
#7 O=C(c1ccccn1)c1conc1C(=O)c1ccc(Br)cc1
Assay by compound,1,2,3,4,5,6,7
TRPV1 agonist,-2,2,5,18,·,8,17
GALK inh,3%,-4%,5%,-1%,·,-2%,2%
AT treatment,-2%,11%,7%,-3%,5%,6%,12%
hERG WT inh,3,8,9,-5,-5,-33,4
KCNH2 3.1 block,-1,-3,9,-26,-2,-16,-12
Coupling enz,1,-3,-2,1,·,·,0
MBNL1 CUG block,-7%,-24%,0%,?,·,-5%,9%
S-ASM inh,-1%,3%,0%,-3%,16%,-4%,-2%
a7 integrin act,-8%,20%,-7%,21%,-9%,-29%,-22%
CXXC DNA block,7%,-6%,-6%,7%,·,27%,-5%
